M. tuberculosis HTS = M. tuberculosis growth inhibition, HTS (AID 449762) | M. tuberculosis H37Rv growth inhibition, 7H9 media; higher % means a stronger effect | one-dose inhibition, % at 25 µM; IC50 in µM for titrated hits | 330,000 compounds, 0.59% hits; in the data active means a potency from the dose series; inconclusive means inhibition above about 70% without an active follow-up result;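 further: bacterial growth assessed after seven days of incubation; strong numbers were not always called active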
influenza NS1A = NS1A inhibition, H1N1 influenza, cell based functional assay (AID 504329); NS1A functional cell-based assay, percent inhibition; higher % means a stronger effect; inhibition, % at 12.5 µM; hits with a dose series show IC50 in µM; 340,000 compounds, 0.3% hits; in the data active means a potency from the dose series; inconclusive means inhibition above about 27% without an active follow-up result; further: strong numbers were not always called active
Salmonella PhoP GFP = Inhibition of PhoP regulon, Salmonella typhi GFP reporter cells, confirmation, 4 h (AID 1850). Salmonella Typhi PhoP-promoter GFP reporter, fluorescence, 4 h; higher % means a stronger effect. one-dose inhibition, % at 50 µM; IC50 in µM for titrated hits. 310,000 compounds, 0.33% hits; in the data active means a potency from the dose series; inconclusive means inhibition mostly from about 25% at the one dose, without a potency; inactive means the rest, 99 in 100 with inhibition below about 19%;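 further: 0% = induced wells with vehicle and 100% = uninduced wells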
M. tuberculosis = growth inhibition of non-replicating M. tuberculosis (AID 488890). Mycobacterium tuberculosis non-replicating, growth inhibition; higher % means a stronger effect. inhibition, % at 25 µM; hits with a dose series show IC50 in µM. 320,000 compounds, 0.39% hits; in the data active means a potency from the dose series; inconclusive means inhibition mostly from about 82% at the one dose, without a potency; inactive means the rest, 99 in 100 with inhibition below about 76%;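 further: plate controls were DMSO cells for no effect and high antibiotic wells for full effect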
inhibitors of VEEV = inhibitors of VEEV TC-83 cytopathic effect, confirmation, Vero cells (AID 588727); Vero cells, VEEV TC-83 cytopathic effect inhibition; higher % means a stronger effect; inhibition, % at 20 µM, or IC50 in µM where a hit was titrated; 350,000 compounds, 0.13% hits; in the data active means a potency from the dose series; inconclusive means inhibition mostly from about 14% at the one dose, without a potency; inactive means the rest, 99 in 100 with inhibition below about 12%; further: strong numbers were not always called active
inhibitors of VEEV 10K pilot screen = second read-out of inhibitors of VEEV, no call of its own (marks repeat the call); inhibition, %; measured here: 10K pilot screen inhibition
The depositor's hits bear a star; i = inactive; ? = inconclusive; . = not tested or not shown. Outcome played no part in choosing rows; overall some 1.4% were active at least once.

Start of the listing, in advance:
SMILES	M. tuberculosis HTS	influenza NS1A	Salmonella PhoP GFP	M. tuberculosis	inhibitors of VEEV	others
O=C1OCC/C1=C\OCCCO/C=C1\CCOC1=O	-2%	5%	-8%	-4%	i
Cn1c(=O)[nH]c(=O)c2c1nc(N1CCN(Cc3ccccc3)CC1)n2CCCc1ccccc1	3%	6%	-2%	6%	2.4%
O=C(CN(CC1CCCO1)C(=O)CNS(=O)(=O)c1ccccc1)NCc1ccccc1 (configuration not stated)	-13%	11%	-2%	-6%	0.6%
O=S(=O)(c1cccc(-c2nnc(SCc3nc4ccccc4s3)o2)c1)N1CCOCC1	-3%	-2%	-8%	?	9.8%
COc1cc2c(cc1/C=C/[N+](=O)[O-])OCO2	.	9%	.	.	8.6%
Cn1cnc(NCc2ccccc2)c1[N+](=O)[O-]	1%	.	8%	-3%	5.3%
O=C(O)c1cccc(C(=O)Nc2cccc(NC(=O)C3CCCO3)c2)c1 (configuration not stated)	-5%	-7%	-5%	-17%	0.7%

The listing, repeating the preview:
SMILES	M. tuberculosis HTS	influenza NS1A	Salmonella PhoP GFP	M. tuberculosis	inhibitors of VEEV	others
O=C1OCC/C1=C\OCCCO/C=C1\CCOC1=O	-2%	5%	-8%	-4%	i
Cn1c(=O)[nH]c(=O)c2c1nc(N1CCN(Cc3ccccc3)CC1)n2CCCc1ccccc1	3%	6%	-2%	6%	2.4%
O=C(CN(CC1CCCO1)C(=O)CNS(=O)(=O)c1ccccc1)NCc1ccccc1 (configuration not stated)	-13%	11%	-2%	-6%	0.6%
O=S(=O)(c1cccc(-c2nnc(SCc3nc4ccccc4s3)o2)c1)N1CCOCC1	-3%	-2%	-8%	?	9.8%
COc1cc2c(cc1/C=C/[N+](=O)[O-])OCO2	.	9%	.	.	8.6%
Cn1cnc(NCc2ccccc2)c1[N+](=O)[O-]	1%	.	8%	-3%	5.3%
O=C(O)c1cccc(C(=O)Nc2cccc(NC(=O)C3CCCO3)c2)c1 (configuration not stated)	-5%	-7%	-5%	-17%	0.7%
O=C(CC1(O)C(=O)Nc2cc(Cl)cc(Cl)c21)c1ccncc1 (configuration not stated)	0%	3%	1%	-6%	i
Cc1cc(C)c(NC(=O)c2sc3nc(C)[nH]c(=O)c3c2C)c(C)c1	7%	.	2%	-27%	.
CCOc1ccccc1N=c1oc2cc(O)ccc2cc1C(=O)NCC1CCCO1 (configuration not stated)	-9%	30%	-2%	9%	2.0%
CCOc1ccc(-c2cn3ccccc3n2)cc1	3%	8%	25%	-7%	0.3%
CC12C=CC3(O1)C(C(=O)N(c1cccnc1)C3C(=O)NC1CCCCC1)C2C(=O)Nc1ccccc1 (configuration not stated)	6%	5%	3%	-2%	3.7%
COc1ccccc1CNC(=O)Cn1cccc1C(=O)c1ccccc1	9%	2%	-23%	33%	4.3%
Cc1ccc2nc(N(CCN(C)C)C(=O)C3=COCCO3)sc2c1	-5%	-7%	-8%	-11%	1.5%
Cc1cccc(NC(=O)CNC(=O)COC(=O)c2ccco2)c1C	0%	-10%	.	1%	0.8%
CC(C)(C)NC(=O)C(=O)NNC(=O)c1cccc(Br)c1	?	-9%	0%	?	1.6%
Cc1ccc(NC2CCCN(C(=O)CCc3cn[nH]c3)C2)cc1C (configuration not stated)	-5%	4%	-5%	-9%	2.9%
O=C(C[C@@H]1C/C=C\C[C@@H](NC(=O)OCC2c3ccccc3-c3ccccc32)C(=O)OCCNC1=O)N[C@@H](CO)Cc1ccccc1	0%	14%	.	78%	i
CCC(c1nnc(SCC(=O)N2CCOCC2)n1C1CCCCC1)N(C)C (configuration not stated)	-16%	-9%	11%	-11%	2.8%
NS(=O)(=O)c1ccc(CCNC(=O)CSc2ccc3ccccc3c2)cc1	12%	0%	15%	32%	0.5%

Looked up by structure from the entries so far (2):
SMILES	M. tuberculosis HTS	influenza NS1A	Salmonella PhoP GFP	M. tuberculosis	inhibitors of VEEV	others
O=C(O)c1cccc(C(=O)Nc2cccc(NC(=O)C3CCCO3)c2)c1 (configuration not stated)	-5%	-7%	-5%	-17%	0.7%
O=S(=O)(c1cccc(-c2nnc(SCc3nc4ccccc4s3)o2)c1)N1CCOCC1	-3%	-2%	-8%	?	9.8%

Further records:
SMILES	M. tuberculosis HTS	influenza NS1A	Salmonella PhoP GFP	M. tuberculosis	inhibitors of VEEV	others
CCc1nnc(NC(=O)c2nc(S(=O)(=O)Cc3cccc(C)c3)ncc2Cl)s1	8%	4%	-6%	68%	?
Cc1ccc(C(=O)Nc2nc3ccccc3n2CCN2CCCC2)cc1	12%	-12%	-5%	?	1.8%
CN(CCOc1ccc(Cl)cc1)CC(O)c1ccccc1 (configuration not stated)	1%	17%	28%	14%	i
CC(C)CN(C(=O)COC(=O)C1CC1)c1c(N)n(Cc2ccccc2)c(=O)[nH]c1=O	4%	-2%	3%	15%	i
O=C(CCNC(=O)c1ccc(Br)cc1)Nc1cccc(S(=O)(=O)N2CCCCCC2)c1	31%	-6%	1%	23%	3.7%
CCc1ccc(C(=O)CSc2nc(N)cc(=O)[nH]2)cc1	-3%	-28%	10%	16%	1.0%
O=C(O)CCCCCNC(=O)c1ccccc1	-1%	1%	-2%	-7%	0.9%
Cc1cccc(C(=O)NC(=S)NCc2cccnc2)c1	-2%	-7%	-10%	10%	1.5%
O=C(CSC1=NCCN1)NC(c1ccccc1)c1ccccc1	4%	-3%	-26%	15%	12%
CCOc1ncccc1C(=O)Nc1ncc(C)s1	2%	-19%	-1%	0%	5.6%
O=c1[nH]c(C(Cl)(Cl)Cl)nc2ccc3ccccc3c12	-9%	-1%	11%	41%	2.1%
COc1ccc(OCC(=O)Nc2cccc(-c3nc4ccccc4o3)c2)cc1	-7%	3%	0%	22%	5.5%
CCOC(=O)C1(Cc2ccccc2C)CCCN(C(=O)CN2CCCCC2=O)C1 (configuration not stated)	4%	-3%	-8%	22%	i
CN(C)c1cccc(C(=O)Nc2ccc(N3CCOCC3)cc2)c1	-6%	2%	5%	4%	2.0%
NN/C(=C\[N+](=O)[O-])Nc1ccc(Cl)cc1	46µM*	4%	-8%	17%	3.0%
CC(=O)OC(C)[C@H]1CC[C@H]2[C@@H]3CC[C@H]4C[C@@H](OC(C)=O)CC[C@]4(C)C3=CC[C@]12C (some centres not stated)	2%	9%	-33%	1%	i
O=C(N/C(=C/c1ccco1)C(=O)N1CCc2ccccc21)c1ccco1	-1%	-17%	5%	21%	1.3%
CCC(C)Sc1ccc([C@H]2N[C@@](CC(C)C)(C(=O)OC)[C@H]3C(=O)N(CC)C(=O)[C@@H]23)cc1 (some centres not stated)	4%	9%	8%	10%	0.1%
Cc1cc(=O)oc2cc(OCC(=O)NCCc3c[nH]c4ccc(F)cc34)ccc12	5%	-1%	6%	-8%	0.3%
Cc1ccc(C)c(S(=O)(=O)Nc2ccc3[nH]c(=O)[nH]c3c2)c1	-3%	4%	5%	2%	0.5%
Cc1ccc(C(=O)C2CCN(C(=S)NCC3CCCO3)CC2)cc1 (configuration not stated)	1%	2%	3%	23%	0.8%
COc1ccc(CCNC(=O)CSc2nc(O)cc(=O)[nH]2)cc1OC	-5%	-1%	6%	1%	i
Cc1cc(C(=O)COC(=O)CC2Sc3ccccc3NC2=O)c(C)n1-c1ccc2c(c1)OCO2 (configuration not stated)	7%	5%	-1%	66%	0.8%
CC(C)(C)n1ncc2c(=O)n(Cc3c(F)cccc3Cl)cnc21	-1%	-18%	17%	7%	9.3%
COC(=O)COc1ccc(/C=C2/SC(=O)N(CC(=O)N3CCCC3)C2=O)cc1Br	?	-4%	2%	?	4.0%
C[C@H]1C[C@H]2[C@@H]3CCC4=CC(=O)C=C[C@]4(C)[C@@]3(F)[C@@H](O)C[C@]2(C)[C@@]1(O)C(=O)CO	9%	3%	16%	2%	0.9%
Cc1ncccc1C(=O)N1CCCC(C(=O)c2ccc3c4c(cccc24)CC3)C1 (configuration not stated)	11%	7%	-6%	3%	0.5%
COC(=O)c1c(C)[nH]c(C(=O)CSc2nnnn2-c2ccccc2)c1C	-4%	3%	-4%	.	0.9%
COc1ccc(OC)c(C(=O)C2COC(=O)C2)c1 (configuration not stated)	-4%	-13%	-6%	25%	1.0%
COc1cccc(NC(=O)c2cccc(OC)c2OC)c1	-10%	-3%	-10%	-6%	0.1%
O=C(Nc1nnc(N2CCCCCC2)s1)c1cc(-c2ccc(Br)cc2)on1	-3%	4%	8%	18%	3.6%
Cc1ccc(N2OC3C(=O)NC(=O)C3C2c2ccco2)cc1 (configuration not stated)	-4%	0%	-16%	-4%	i
Cc1cccc(OCCCCCNCCO)c1	5%	4%	0%	7%	0.6%
Cc1ccc2c(=O)cc(C(=O)NC3CCS(=O)(=O)C3)oc2c1C (configuration not stated)	3%	1%	5%	-5%	2.1%
CCCc1ncc(C(O)(c2ccccc2)c2ccc(C)cc2)n1C (configuration not stated)	2%	4%	12%	28%	0.3%
O=C(Nc1ccc(C2CC2(Cl)Cl)cc1)c1ccccc1Br (configuration not stated)	67%	-16%	-2%	23%	i
COc1ccc(CNC(=O)CCc2ccc(S(=O)(=O)N3CCCCCC3)cc2)cc1	0%	-9%	.	28%	i
O=C(Cn1cc(C(F)(F)F)ccc1=O)N/N=C/c1ccc(Cl)c(Cl)c1	0%	2%	-8%	0%	i
O=C(Cn1cnc2c(oc3ccccc32)c1=O)NCC1CCCO1 (configuration not stated)	-3%	14%	1%	-9%	6.3%
CC(=O)c1cccc(NC(=O)C(C)OC(=O)c2ccc(Br)o2)c1 (configuration not stated)	4%	-5%	.	42%	0.8%
Cc1cc(-c2nnc3n2N=C(c2ccc(F)cc2)CS3)n[nH]1	8%	1%	-6%	16%	1.1%
CCOc1cc(S(=O)(=O)NCc2ccc3c(c2)OCO3)c(C)cc1C	-3%	8%	-18%	18%	3.4%
CC1CCCCN1C(=O)CN1C(=O)CSc2ccc(S(=O)(=O)N3CCOCC3)cc21 (configuration not stated)	0%	2%	5%	-3%	i
CCOC(=O)C1CCN(C(=O)c2cccc(S(=O)(=O)N3c4ccccc4CC3C)c2)CC1 (configuration not stated)	2%	-2%	.	20%	3.6%
Fc1ccc(Nc2nc(-c3ccncc3)nc3ccccc23)cc1	8%	-6%	-1%	-13%	0.5%
COc1ccc(CCNC(=O)c2cccc(C(=O)NCCc3ccc(OC)cc3)n2)cc1	3%	0%	7%	39%	9.4%
COc1ccc2c(c1)Sc1ccccc1N2	.	28%	.	.	0.1%
CCN(CC(=O)NCc1cccs1)C(=O)c1ccc(S(=O)(=O)N(CC)c2ccccc2)cc1	-1%	-3%	.	21%	7.5%
Cn1c(CCNC(=O)c2ccc(F)cc2)nc2ccccc21	3%	8%	-2%	3%	3.4%
CCOC(=O)C1=CN(Cc2cccc(-c3ccc4c(c3)OCO4)c2)S(=O)(=O)N(C)C1C (configuration not stated)	.	-5%	.	.	5.8%
The list continues.
SMILES	M. tuberculosis HTS	influenza NS1A	Salmonella PhoP GFP	M. tuberculosis	inhibitors of VEEV	others
CN(C1CCCCC1)S(=O)(=O)c1ccc(NC(=O)Cn2nc(-c3ccc(F)cc3)ccc2=O)cc1	-1%	3%	-7%	1%	1.4%
CC(C)(C)NC(=O)N1CCC(CO)(Cc2ccccc2Cl)CC1	-6%	4%	1%	0%	i
COc1cccc2c1O[C@H]1C(=O)CC[C@H]3CN(C)CCC231 (some centres not stated)	5%	0%	0%	-7%	i	inhibitors of VEEV 10K pilot screen=0.1
Cc1[nH]n(-c2ncc(-c3ccccc3)s2)c(=O)c1C(c1ccc(Cl)cc1)C(C#N)C#N (configuration not stated)	6%	-4%	-1%	-12%	1.6%
Cc1ccc2[nH]c(=O)c3cc(C(=O)NCCN4CCN(C)CC4)sc3c2c1	1%	3%	8%	34%	4.4%
COC/C=C/C1=CC2=CC(=O)C(C)(OC(=O)c3cnc4ccccc4n3)C(=O)C2=CN1CCCOC(C)C (configuration not stated)	15%	7%	-9%	4%	0.2%
COCCNC(=O)/C(C#N)=C/c1cc(C)n(-c2ccc(C)cc2)c1C	3%	6%	-2%	49%	3.7%	inhibitors of VEEV 10K pilot screen=1.1
COc1cccc(N2CCN(C(=O)C3CCN(S(=O)(=O)c4ccc5c(c4)CC(C)N5C(C)=O)CC3)CC2)c1 (configuration not stated)	-2%	2%	-1%	8%	5.4%
COc1cc(C(=O)Nc2ccn(C)n2)ccc1OC(F)F	-3%	-9%	.	17%	1.2%
COc1ccc(/C(N)=N/OC(=O)CCc2ccccc2)cc1OC	-1%	-3%	-2%	35%	2.0%
COc1ccc(COC(=O)C2CC(=O)N(Cc3ccc(C)cc3)C2)cc1 (configuration not stated)	16%	9%	-1%	?	i
Cc1cc(C)cc(N(CC(=O)NC2CCCC2)C(=O)C2(C)CC(=O)N=C3C=CC=CN32)c1 (configuration not stated)	2%	-17%	0%	-6%	0.4%
